# Bioassay records deposited in PubChem by several laboratories.
# Keap1-Nrf2 PPI = Keap1-Nrf2 protein-protein interaction inhibitors, primary screen, biochemical, fluorescence polarization, single point | Kelch-like ECH-associated protein 1 (Homo sapiens), Q14145 | Keap1 Kelch-Nrf2 peptide fluorescence polarization, 1536-well | inhibition, % at 9.4 µM | 340,000 compounds, 0.15% hits; in the data active = inhibition above about 12%; inconclusive = no clear call, values can overlap the other calls; inactive = below about 7.3%;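 note: human Keap1 Kelch domain with fluorescein labeled Nrf2 9mer peptide probe; 0% = neutral control wells and 100% = peptide positive control; higher means more block of Keap1 binding to Nrf2 peptide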
# PvdQ acylase = P. aeruginosa PvdQ acylase inhibitors, primary screen, biochemical, fluorescence, plate reader and imaging, single point; PvdQ acylase [Pseudomonas aeruginosa LESB58]; 340,000 compounds, 0.063% hits; inhibition, % at 10 µM; purified PvdQ acylase; in the data active = inhibition above about 30%, passing the limit was not always enough; inconclusive = no clear call, values can overlap the other calls;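 note: 0% = vehicle neutral wells and 100% = reference inhibitor wells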
# CDK5 p35 inh = inhibitors of human CDK5/p35 kinase, primary screen, biochemical, single concentration. 330,000 compounds, 0.01% hits. Recombinant CDK5/p35, ADP-Glo luminescence, 60 min. Cyclin-dependent kinase 5 (Homo sapiens) + Cyclin-dependent kinase 5 activator 1 (Homo …. inhibition, % at 10 µM;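 active = highest replicate inhibition of at least 50% and at least 75% of replicates reaching 50%; inconclusive = only one of the two criteria met; inactive = both criteria failed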;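 note: plate controls were DMSO neutral control for no effect and GW8510 at 10 µM for full effect; many of its hits are not listed in these tables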
# Target sequence (Q00535 whole entry, looked up): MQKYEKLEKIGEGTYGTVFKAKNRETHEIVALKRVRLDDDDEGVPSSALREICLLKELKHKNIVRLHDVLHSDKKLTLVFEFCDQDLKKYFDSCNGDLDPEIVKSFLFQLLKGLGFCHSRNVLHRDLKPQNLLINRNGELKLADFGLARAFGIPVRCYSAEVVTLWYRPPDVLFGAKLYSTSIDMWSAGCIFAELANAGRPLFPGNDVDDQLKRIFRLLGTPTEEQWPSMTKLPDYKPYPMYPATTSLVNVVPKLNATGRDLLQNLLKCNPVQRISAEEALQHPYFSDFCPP
# Target sequence (Q15078 whole entry, looked up): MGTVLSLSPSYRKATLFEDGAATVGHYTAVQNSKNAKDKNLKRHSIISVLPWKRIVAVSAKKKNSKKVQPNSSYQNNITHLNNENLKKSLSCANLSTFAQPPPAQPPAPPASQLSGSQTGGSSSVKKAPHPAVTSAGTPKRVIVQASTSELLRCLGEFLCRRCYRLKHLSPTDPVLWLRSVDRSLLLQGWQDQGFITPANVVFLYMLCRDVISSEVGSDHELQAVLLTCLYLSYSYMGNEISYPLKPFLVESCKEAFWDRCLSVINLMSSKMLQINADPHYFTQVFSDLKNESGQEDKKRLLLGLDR
# RTF Ca sens inh = cardiac RTF calcium sensitivity inhibitors, primary screen, biochemical, IANBD-TnC fluorescence, EC70 calcium | Troponin I, cardiac muscle (Homo sapiens) + Troponin T, cardiac muscle (Homo sapiens) + … | IANBD-labeled cardiac RTF, Ca2+ fluorescence | inhibition, % at 7.15 µM | 340,000 compounds, 0.12% hits | AID 493244, 2011;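 active = inhibition above the mean inhibition of all tested compounds plus 3 SD, cut at about 17% in these data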;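 note: assay run at fixed EC70 calcium of 1.6 mM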
# LANA DNA inh = inhibitors of KSHV C-LANA binding to DNA, primary screen, biochemical, fluorescence polarization, FAM-LBS DNA, MBP-C-LANA, single point. inhibition, % at 9 µM. 340,000 compounds, 0.078% hits. Kaposi's sarcoma herpesvirus LANA C-terminal domain (residues 932-1162) DNA binding. AID 504423, 2011;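 active = highest replicate inhibition at or above 60% at 9 µM, even if other replicates fall short; inactive = all replicates below 60% inhibition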;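 note: 0% = neutral control wells and 100% = 4 µM acridine orange control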
# Mot1-301 SUMO = yeast Mot1-301 growth rescue at high temperature, primary screen, SUMOylation pathway inhibitor project, S. cerevisiae, ATP luminescence, 38.5C; S. cerevisiae Mot1-301 growth rescue; percent above DMSO median, 100 means doubled; growth rescue, % at 18.8 µM; 320,000 compounds, 1% hits;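 active = every valid replicate shows activation above 250% relative to neutral control wells; inactive = the rest, any valid replicate at or below 250%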;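 note: OY570 slx delta 5 strain wells were the positive control but not used for scaling; some compounds called inactive have numbers as strong as hits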
# PfHsp90 yeast 2 = growth inhibition of PfHsp90-expressing yeast, primary screen, antimalarial PfHsp90 inhibitor project, S. cerevisiae, BacTiter-Glo luminescence, single point, set 2; BacTiter-Glo ATP, 48 h; yeast lacking PDR1 and PDR3 efflux regulators; inhibition, % at 9.4 µM; 310,000 compounds, 0.32% hits;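 active = every replicate shows inhibition above about 80%, whatever the replicate mean, limit read from the data; inconclusive = mean inhibition reaches the set limit but some replicate falls short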;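 note: 0% = DMSO neutral controls and 100% = 20 µM radicicol positive controls; yeast relying on Plasmodium falciparum Hsp90 in place of its own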
# Rtt109 Vps75 = inhibitors of C. albicans Rtt109/Vps75 HAT, primary screen, biochemical, ThioGlo CoA-SH fluorescence, plate reader; Histone acetyltransferase RTT109 (Candida albicans (strain SC5314 / ATCC MYA-2876)), …; purified Rtt109/Vps75, 4 h; inhibition, % at 34.9 µM; 330,000 compounds, 0.16% hits;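 active = inhibition of at least 50% in every replicate; inconclusive = best replicate reaches 50% inhibition but some replicates fall short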
# NSD2 HMT inh = NSD2 histone methyltransferase inhibitors, primary screen, biochemical, AlphaScreen, single concentration, set 2. Histone-lysine N-methyltransferase NSD2 (Homo sapiens), O96028. NSD2 peptide methylation, 120 min. inhibition, % at 12.5 µM. 310,000 compounds, 0.54% hits; in the data active = inhibition above about 50%
# RTF Ca sens act = cardiac RTF calcium sensitivity activators, primary screen, biochemical, IANBD-TnC fluorescence, EC20 calcium. 340,000 compounds, 0.24% hits. activation, % at 7.2 µM. IANBD-labeled TnC RTF fluorescence at EC20 calcium; 0% EC20 calcium, 100% full calcium. AID 493008, 2010. Troponin I, cardiac muscle (Homo sapiens) + Troponin T, cardiac muscle (Homo sapiens) + …;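 active = activation above the mean over all tested compounds plus 3 SD, cut at about 30% in these data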;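 note: rise in fluorescence read as greater calcium sensitivity of cardiac thin filaments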
# dFosB act = activators of delta FosB homodimer, primary screen, biochemical, fluorescence polarization, TAMRA-CDK5 oligo, single point | purified delta FosB; percent of positive-control signal above neutral wells | activation, % at 25 µM | 340,000 compounds, 0.99% hits | AID 493131, 2011;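 active = mean activation above about 17%, with every replicate also reaching it, limit read from the data, passing the limit was not always enough; inconclusive = only one of the two conditions met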;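 note: fluorescence polarization rise as delta FosB binds a TAMRA Cdk5 AP-1 oligo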
# Target sequence (P13346 whole entry, looked up): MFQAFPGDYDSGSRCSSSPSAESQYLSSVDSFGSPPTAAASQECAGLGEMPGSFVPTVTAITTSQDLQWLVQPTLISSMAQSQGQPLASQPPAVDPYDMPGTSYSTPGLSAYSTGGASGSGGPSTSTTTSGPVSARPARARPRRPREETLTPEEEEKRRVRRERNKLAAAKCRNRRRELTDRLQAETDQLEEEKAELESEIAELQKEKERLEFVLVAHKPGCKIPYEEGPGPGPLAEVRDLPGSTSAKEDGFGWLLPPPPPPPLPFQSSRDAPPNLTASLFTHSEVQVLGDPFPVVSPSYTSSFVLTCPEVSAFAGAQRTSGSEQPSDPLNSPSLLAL
# * marks the source's active call; other numbers are inactive results; ? = inconclusive; . = not tested or not shown.
SMILES,Keap1-Nrf2 PPI,PvdQ acylase,CDK5 p35 inh,RTF Ca sens inh,LANA DNA inh,Mot1-301 SUMO,PfHsp90 yeast 2,Rtt109 Vps75,NSD2 HMT inh,RTF Ca sens act,dFosB act
COc1cc(OC)c(C2=NOC(C(=O)N3CCc4ccccc4C3)C2)cc1Cl (centres undefined),-5,-11,-0.5,8,-0.9,-5,.,6,0,1,-7
O=C(Nc1cccc([N+](=O)[O-])c1)C1COc2ccccc2O1 (centres undefined),-7,-11,1.2,-8,0.8,465,14,-1,0,0,-4
COCCn1c(C)cc(C(=O)CSc2nc(C)cc(C)c2C#N)c1C,-6,-15,0.3,-2,2.1,6,7,4,12,0,-12
CCCOc1ccc(C(=O)c2ccccc2C(=O)OC2CCOC2=O)cc1OCCC (centres undefined),-2,-7,0.5,-9,-0.7,-1,-11,5,0,0,-8
Cc1cc(=O)oc2c(C)c(OC(C)C(=O)NCCCn3ccnc3)ccc12 (centres undefined),-2,3,-1.0,-9,-0.1,114,16,20,-4,2,-5
CC/C(=C(/CC)c1ccc(O)cc1)c1ccc(O)cc1,.,2,-0.4,18*,0.8,40,6,0,.,-4,2
CCOC(=O)Cc1cc(C)[nH]c1C(=O)OCC,0,-2,-0.1,-1,-9.8,-9,1,-1,1,-5,-2
CCC(=O)c1cc2c(C)cc(=O)oc2c(C)c1OC(=O)C(C)C,-6,7,3.1,16,0.7,-4,-6,-12,1,-2,-5
CN(C)c1ccc(CNC(=O)CCc2ccc(S(=O)(=O)N3CCCCCC3)cc2)cc1,4,2,-1.1,13,-0.8,.,.,21,6,-10,-8
NC(=O)CSc1nnc(-c2ccc(O)cc2)n1Cc1ccco1,-1,-15,0.4,-1,-1.4,94,14,-3,.,-1,2
COc1ccc(OC)c(-n2c(C)nc3cc(C(=O)O)ccc32)c1,0,-9,0.5,-6,0.3,-17,8,-9,1,0,-1
Cc1ccc(S(=O)(=O)N2CCOCC2)cc1NC(=O)CSc1ncccn1,-3,1,1.1,-6,1.3,13,-5,-4,-1,3,2
Cc1c(CCC(C)C)c(=O)n2c([nH]c3ccccc32)c1C#N,0,-9,-2.2,-6,0.6,-3,1,-6,0,-1,-4
Cc1cc(C)n2nc(C(=O)Nc3ccc(S(=O)(=O)N(C)C)cc3)nc2n1,3,-4,0.3,2,0.4,-17,1,4,-1,-1,-7
Cc1cccc(NC(=O)c2cc(S(=O)(=O)N3CCc4ccccc43)cn2C)c1,3,-9,0.7,-5,0.3,-4,-6,-1,.,0,?
CN(C)/C=C1/Oc2c(ccc3ccccc23)C1=O,2,-1,0.9,3,-0.9,-5,4,-5,0,2,-5
COc1ccc(-c2onc3ccc(Br)cc23)cc1,9,34*,-0.6,-16,9.7,-3,-7,-6,-1,8,7
CCOC(=O)c1cnc2c(ccc3ccccc32)c1Cl,0,-2,-1.6,-3,-1.0,22,-4,3,-1,-5,-2
COC(=O)c1nc(-c2ccccc2)oc1N(C)C,2,12,0.6,2,1.9,16,.,.,-2,3,-2
CCOC(=O)Cc1csc(NC(=S)NC(=O)c2ccc(Cl)cc2)n1,-3,6,1.2,-15,0.1,-8,.,-4,1,7,-2
CS(=O)(=O)c1cccc(C(=O)Nc2ccccc2Cc2ccccc2)c1,-1,-12,-0.4,-8,-0.8,23,-13,1,.,4,0
O=C(CCn1cnc2ccccc2c1=O)Nc1cccc(Cl)c1Cl,0,-5,-0.7,-3,0.0,276,11,8,-6,2,3
CCN(c1ccccc1)S(=O)(=O)c1ccc(F)cc1,3,-13,1.6,-7,0.6,1,.,-14,2,3,4
COc1cccc(C(=O)NCC(=O)N/N=C/c2cccc(OC(=O)c3ccc([N+](=O)[O-])cc3)c2)c1,-2,-6,1.2,0,-0.8,4,18,-2,-2,-2,13
CCC(=O)N1CCc2cc(S(=O)(=O)NCCC(=O)NCc3ccc(F)cc3)ccc21,-4,-12,1.0,0,-0.8,-8,2,-8,30,-6,-1
Cc1ccc(OCC(=O)Nc2ccccc2Sc2ccc(Cl)cc2)c([N+](=O)[O-])n1,1,2,-0.2,5,1.1,2,-18,9,1,-4,-4
N#CCSc1ccccc1NC(=O)COC(=O)CCNC(=O)c1ccc([N+](=O)[O-])cc1,-3,-7,-1.2,-11,-0.3,.,.,-7,-1,-3,-4
O=C1CC(C(=O)Nc2ccc(O)c(C(=O)O)c2)C(c2ccccc2)O1 (centres undefined),-4,-13,-0.9,-3,3.2,-5,4,2,.,3,2
C=CCOC(=O)Cn1cnc2c(sc3nc(C)cc(C)c32)c1=O,0,3,-1.7,2,-1.3,16,9,8,18,-7,-12
CN1CCN(NS(=O)(=O)c2ccc(Cl)s2)CC1,-1,-7,0.4,-24,-1.9,4,-2,14,1,3,-4
O=C(NCc1cccnc1)c1ccc(COc2ccccc2Br)cc1,0,-9,-0.8,-13,-0.6,28,14,8,-1,-2,-14
CC(C)(C)SCCNS(=O)(=O)c1ccc(F)cc1,-6,-6,0.3,3,1.1,-6,30,2,0,2,-3
O=C(Nn1c(O)c(C=C2N=c3ccccc3=N2)sc1=S)c1cccc(Cl)c1,-4,9,5.4,-1,-0.1,-26,23,1,2,1,8
CCCC(=O)Nc1ccc(C(=O)NCc2ccccc2Cl)cc1,2,-4,0.4,-8,1.0,-10,-5,-2,1,-6,-15
Cc1c(CN2CCCC(C)C2)c(O)n(CCO)c(=O)c1C#N (centres undefined),-3,-11,-2.0,4,-0.5,-9,-20,11,0,35*,-1
Cn1c(=O)c2sccc2n2c(CCCC(=O)NCc3ccc(F)cc3)nnc12,-5,-14,-0.3,-10,-0.9,260,24,-13,-3,0,-4
CCC(OC(=O)c1nsc(Cl)c1Cl)C(=O)NC(C)(C)C (centres undefined),-4,7,-0.8,-5,1.2,-1,17,-3,0,7,-2
CCc1ccccc1N(CC(=O)Nc1cccnc1)S(=O)(=O)c1ccccc1,3,-5,-0.6,-5,0.3,-19,-2,0,2,0,-10
CCc1ccccc1NC(=O)CN1CCN(C(=O)c2cccc(-n3cnnn3)c2)CC1,-4,-7,-0.9,0,0.2,-11,5,-3,.,-1,-13
CCCCN1C(=O)C(=O)N(CC(=O)Nc2sc(CC)cc2C(=O)OCC)C1=O,5,-3,-0.5,-1,-1.1,-2,16,6,6,-6,-2

# Retrieved by compound from the entries so far, 6 records:
SMILES,Keap1-Nrf2 PPI,PvdQ acylase,CDK5 p35 inh,RTF Ca sens inh,LANA DNA inh,Mot1-301 SUMO,PfHsp90 yeast 2,Rtt109 Vps75,NSD2 HMT inh,RTF Ca sens act,dFosB act
CC(C)(C)SCCNS(=O)(=O)c1ccc(F)cc1,-6,-6,0.3,3,1.1,-6,30,2,0,2,-3
CCCC(=O)Nc1ccc(C(=O)NCc2ccccc2Cl)cc1,2,-4,0.4,-8,1.0,-10,-5,-2,1,-6,-15
Cc1ccc(OCC(=O)Nc2ccccc2Sc2ccc(Cl)cc2)c([N+](=O)[O-])n1,1,2,-0.2,5,1.1,2,-18,9,1,-4,-4
CS(=O)(=O)c1cccc(C(=O)Nc2ccccc2Cc2ccccc2)c1,-1,-12,-0.4,-8,-0.8,23,-13,1,.,4,0
O=C(Nn1c(O)c(C=C2N=c3ccccc3=N2)sc1=S)c1cccc(Cl)c1,-4,9,5.4,-1,-0.1,-26,23,1,2,1,8
Cc1c(CN2CCCC(C)C2)c(O)n(CCO)c(=O)c1C#N (centres undefined),-3,-11,-2.0,4,-0.5,-9,-20,11,0,35*,-1

# Shown as a hit in RTF Ca sens inh, among the entries above:
compound	Keap1-Nrf2 PPI	PvdQ acylase	CDK5 p35 inh	RTF Ca sens inh	LANA DNA inh	Mot1-301 SUMO	Rtt109 Vps75	NSD2 HMT inh	RTF Ca sens act	dFosB act
CC/C(=C(/CC)c1ccc(O)cc1)c1ccc(O)cc1	.	2	-0.4	18*	0.8	40	0	.	-4	2

# Additional entries
SMILES,Keap1-Nrf2 PPI,PvdQ acylase,CDK5 p35 inh,RTF Ca sens inh,LANA DNA inh,Mot1-301 SUMO,PfHsp90 yeast 2,Rtt109 Vps75,NSD2 HMT inh,RTF Ca sens act,dFosB act
O=C(NCc1ccc(F)cc1)c1cc(S(=O)(=O)N2CCCCC2)ccc1Cl,-7,-5,-4.7,0,5.2,202,19,1,-1,0,-7
COc1ccccc1-c1nnc(SC2CCc3ccccc3NC2=O)s1 (centres undefined),-1,-15,2.3,9,1.0,-9,-39,-1,0,0,-11
Cc1cccnc1NC(=O)c1c(O)c2ccccc2n(C)c1=O,-1,5,-1.8,-1,-1.5,39,19,9,0,-6,-26
CCOC(=O)c1cccc(NC(=O)Nc2ccc(OCC)cc2)c1,-4,-13,-1.7,-10,2.9,0,-15,-13,0,4,-6
Cc1ccc2c(=O)c(C(=O)NCc3cccs3)c[nH]c2c1,1,-1,0.1,0,3.5,-3,-14,3,0,3,-19
Cc1cccc(N(C)c2ccc3cc(S(=O)(=O)N4CCCC4)ccc3n2)c1,2,-9,-0.6,3,1.1,-4,21,0,-3,-1,-13
COc1cc(OC)c(C2CC(=O)N3CN(c4ccc(C)cc4)CSC3=C2C#N)cc1OC (centres undefined),0,-3,0.5,-4,-1.4,9,13,?,1,-2,-8
CCN(CC(=O)NC1CCS(=O)(=O)C1)c1ccc(S(=O)(=O)N(CC)CC)cc1[N+](=O)[O-] (centres undefined),2,-5,-2.1,-12,1.9,-3,-4,3,-4,1,-12
c1ccc(-n2ncc3c2ncn2nc(CSc4nc5ccccc5s4)nc32)cc1,-3,-19,0.6,-5,-0.2,1,11,-2,-4,-1,-4
